Screening results deposited in PubChem BioAssay by several laboratories.
NR2E3 ag-1 = NR2E3 (human) agonism | Q9Y5X4 | GST-NR2E3/biotin-RetCOR TR-FRET, 1536-well | inhibition of corepressor binding, % at 4.78 µM | actives 0.12% (n = 320,000) | AID 2300;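 active means percent inhibition above the cutoff of mean plus 3 SD of all tested compounds, set per screening campaign, cut at about 20% in these data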;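 further: 0% = DMSO wells and 100% = biotin wells as full block of FRET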
Target sequence (Q9Y5X4 whole entry, looked up): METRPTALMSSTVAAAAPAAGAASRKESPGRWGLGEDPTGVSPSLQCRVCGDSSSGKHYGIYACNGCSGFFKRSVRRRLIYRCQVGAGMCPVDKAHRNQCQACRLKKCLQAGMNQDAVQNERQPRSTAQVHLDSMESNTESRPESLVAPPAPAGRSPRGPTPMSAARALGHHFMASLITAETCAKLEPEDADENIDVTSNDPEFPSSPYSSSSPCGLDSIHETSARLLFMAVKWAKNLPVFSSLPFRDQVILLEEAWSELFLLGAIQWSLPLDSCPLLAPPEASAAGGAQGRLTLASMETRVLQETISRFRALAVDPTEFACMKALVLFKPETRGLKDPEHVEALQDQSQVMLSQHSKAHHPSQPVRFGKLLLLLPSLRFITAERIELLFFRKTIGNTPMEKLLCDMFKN
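Test system – NR2E3–RetCOR corepressor complex · Quantity – NR2E3 fusion 1.35 nM · Buffer or medium – Tris pH 7.5 · Incubation – Compound–protein incubation for 5 h at 4 °C · Technique – TR-FRET, Eu(K)-anti-GST donor, streptavidin-D2 acceptor, ex 340, em 617/671 nm · Evaluation – percent inhibition of 671/617 nm emission ratio versus biotin and DMSO controls · Plate – 1536-well format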
Peg3 promoter = inhibitors of Peg3 promoter. HeLa PEG-Prom luciferase reporter, luminescence, overnight. actives 1.7% (n = 360,000). AID 588405. inhibition, % at 20 µM;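 active means inhibition of at least 50% at 20 µM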
Shn3 3UTR inh = Schnurri-3 reporter inhibition in Clone20 osteoblasts. Clone20 osteoblast Shn3 3'UTR firefly luciferase, 24 h. actives 0.52% (n = 360,000). inhibition, % at 12.5 µM;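 active means mean inhibition of at least 75% with every replicate also reaching 75%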;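 further: 0% = median of neutral control wells and 100% = pilot-screen positive control compound; some compounds past the cut are filed as inactive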
NR2E3 ag-2 = agonists of human NR2E3 nuclear receptor | Q9Y5X4 | CHO-S Gal4-NCOR/VP16-NR2E3 two-hybrid, luciferase | inhibition of corepressor binding, % at 3.98 µM | actives 0.35% (n = 360,000) | AID 602229;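 active means inhibition above the mean of all tested compounds plus 3 SD, cut at about 70% in these data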;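 further: 0% = DMSO with NR2E3 transfected cells and 100% = cells lacking NR2E3 construct; higher means lower luciferase signal from less NR2E3 corepressor binding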
iPSC survival up = enhancers of human iPSC single-cell survival; hiPSC single-cell survival, ATPlite luminescence; 100% = ROCK inhibitor wells, 0% = DMSO; AID 602274; actives 0.044% (n = 360,000); survival enhancement, % at 20 µM; in the data active means survival enhancement above about 18%;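 further: cells exposed to compounds for 16 hours before the ATP read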
Cardio protect = protects H9c2 cardiomyocytes from peroxide injury. actives 0.63% (n = 360,000). H2O2 injury protection, ATPLite, 2 h. AID 588492. protection from H2O2 cell death, % at 20 µM;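 active means compounds giving at least 50% protection of heart cells from peroxide-induced death in the single-dose screen, raw or plate-pattern-corrected value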;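 further: 0% = DMSO wells with peroxide and 100% = DMSO wells without peroxide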
m5-HT2A agonist = mouse HTR2A agonism via beta-arrestin recruitment; P35363; CHO-K1 mHTR2A beta-arrestin complementation, luminescence; percent of 30 µM serotonin response; activation, % at 7.6 µM; actives 0.66% (n = 360,000); AID 624169;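 active means activation above a run cutoff, the mean activation of all tested compounds plus 3 SD, cut at about 14% in these data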;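 further: 0% = plate median of compound wells and 100% = 30 µM serotonin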
PDI inh = PDI (human) enzyme inhibition; actives 0.052% (n = 350,000); AID 588391; inhibition, % at 10 µM; P07237; PDI insulin aggregation turbidity, A650, 90 min;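 active means mean inhibition across replicates of 30% or more, whatever share of single replicates reach that level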;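 further: absorbance from insulin aggregation driven by PDI reduction with DTT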
Target sequence (P07237 whole entry, looked up): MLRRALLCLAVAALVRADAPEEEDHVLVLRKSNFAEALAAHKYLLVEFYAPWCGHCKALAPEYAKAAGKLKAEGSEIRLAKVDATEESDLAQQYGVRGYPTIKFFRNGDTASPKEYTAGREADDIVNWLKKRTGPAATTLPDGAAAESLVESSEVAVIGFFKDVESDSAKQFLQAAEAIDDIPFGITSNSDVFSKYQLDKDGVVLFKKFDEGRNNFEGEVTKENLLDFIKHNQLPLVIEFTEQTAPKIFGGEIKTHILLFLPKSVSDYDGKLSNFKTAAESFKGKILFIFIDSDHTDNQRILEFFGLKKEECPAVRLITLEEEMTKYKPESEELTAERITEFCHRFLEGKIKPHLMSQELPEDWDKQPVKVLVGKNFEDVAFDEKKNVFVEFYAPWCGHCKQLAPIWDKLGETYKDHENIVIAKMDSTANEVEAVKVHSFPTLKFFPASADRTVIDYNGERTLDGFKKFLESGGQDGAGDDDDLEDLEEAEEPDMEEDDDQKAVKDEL
TRPM1 prom inh = MITF TRPM1 promoter inhibition in SK-MEL-5 cells; SK-MEL-5 TRPM1 promoter luciferase, 24 h; inhibition, % at 12.5 µM; actives 0.83% (n = 330,000); AID 488899;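 active means mean inhibition across replicates of 60% or more, whatever share of single replicates reaches that level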; further: values of inactives mirror those of a sister screen read the other way
HIF-2a inh = HIF-2a inhibition | 786-0 RCC cells HIF-2a reporter, luciferase luminescence, overnight | inhibition, % at 18.8 µM | actives 0.72% (n = 360,000) | AID 624352;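 active means inhibition of the luminescence signal of 40% or more relative to plate controls, in a single-dose primary screen at 18.75 µM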
CaV13 FRET inh = Disruptors of the CACNA1D IQ motif to Ca2+-dependent inactivation inhibitor domain association, primary screening, Förster resonance energy transfer in intact living …; AID 743397; inhibition, % at 12.3 µM; actives 0.098% (n = 340,000); HEK cells, CFP/YFP FRET ICDI-IQ, plate reader, 10 min; percent FRET-ratio fall versus neutral wells;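 active means mean replicate inhibition of at least 30% and at least 1% of replicates passing that level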;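 further: 0% = median of the neutral control wells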
Numbers without * were called inactive; x = no result given.

SMILES	NR2E3 ag-1	Peg3 promoter	Shn3 3UTR inh	NR2E3 ag-2	iPSC survival up	Cardio protect	m5-HT2A agonist	PDI inh	TRPM1 prom inh	HIF-2a inh	CaV13 FRET inh
CC(C)NC(=O)C1CCCN(c2nnc(-n3cccc3)s2)C1 (stereo not drawn)	7	1	-1	-6	4.4	0	2	x	x	-21	-3
COc1ccc(-c2cc3c(=O)n(CC(=O)Nc4cccc(Cl)c4)ncn3n2)cc1	1	-29	-14	-42	-0.3	9	0	-5	-28	-85	-2
O=C(COc1ccc(Cl)cc1Cl)NC(=O)NC1CCCC1	x	-483	-54	-61	0.8	-4	8	0	-119	-347	-7
CC(=O)CSc1nc2cc3c(cc2cc1C#N)OCCO3	0	-92	39	-131	-0.8	-4	-4	0	24	-174	-3
CC1(c2ccc3ccccc3c2)NC(=O)N(CC(=O)N2CCN(S(=O)(=O)c3ccccc3F)CC2)C1=O (stereo not drawn)	0	20	47	13	-0.4	-8	-2	7	5	15	-10
CC(C)(C)NC(=O)COc1ccc(-c2ccccc2)cc1	-1	-202	-63	-32	-2.6	-13	-2	22	-65	-193	-5
O=C(COc1ccccc1F)N1N=C(c2cccs2)CC1c1ccco1 (stereo not drawn)	x	-12	-13	-11	1.2	-5	-1	-8	0	-11	-5
CCN(CC(=O)NCc1ccc(Cl)cc1)C(=O)CN1C(=O)NC(CC)(c2ccccc2)C1=O (stereo not drawn)	-1	8	1	-15	-0.4	1	9	16	14	11	-6
Cc1ccc(SCC(=O)NCC2CCCO2)cc1 (stereo not drawn)	-2	-17	-33	11	-0.5	-8	-3	16	-9	-22	-4
O=C(O)CCCN1C(=O)C2C3CC(C2C1=O)C1C(c2ccccc2)c2sc(=O)n(-c4ccccc4)c2SC31 (stereo not drawn)	6	5	2	-10	-2.4	5	1	9	7	7	8
COC(=O)CC1(C(=O)OC)Oc2ccc(Br)cc2C(=O)N1c1cc(Cl)c(Cl)cc1Cl (stereo not drawn)	-1	38	10	11	0.1	-8	2	0	24	-11	-14
COC(=O)c1ccc(N(CC(=O)NCC2CCCO2)C(=O)CCC(=O)Nc2cc(C)on2)cc1 (stereo not drawn)	3	4	10	-19	0.2	1	9	-8	-7	4	-2
C=CCc1ccc(OCC(O)CO)c(OC)c1 (stereo not drawn)	-3	-8	1	-25	-1.4	-6	0	-12	-2	-20	-3
Cc1nn(C)c(C)c1NS(=O)(=O)c1ccccc1	0	18	-7	10	-1.8	-8	5	5	2	12	x
c1ccc(NCC2OCc3ccccc3CO2)cc1	0	-125	-29	-72	-1.8	-2	3	-2	-28	-122	-9
N#Cc1cc([N+](=O)[O-])ccc1NCC1CCCO1 (stereo not drawn)	-2	-8	-10	-18	-0.4	-2	7	-5	1	9	-3
CC(=O)c1sc(NC(=O)c2c(F)cccc2F)nc1C	-4	-12	-24	-7	-0.9	7	8	0	-10	-18	x
COc1ccc2c(c1)c1c3n2CCN(C)C3=NCC1	0	3	3	8	-0.5	2	-7	2	-7	-12	-4
Cc1ccc(N(CCCCN2C(=O)c3ccccc3C2=O)C(=O)c2cccc([N+](=O)[O-])c2)cc1	3	14	-4	-21	-0.2	4	-5	-3	0	0	-5
CCCCN(CC)CCCNC(=O)c1ccc(CSc2nc3ccncc3[nH]2)cc1	0	4	-4	-10	-1.9	-2	0	9	10	11	-3
COc1ccc(Cc2nnc(NC(=O)C3CCN(C(=O)c4ccco4)CC3)s2)cc1	-1	8	4	-6	0.3	-2	6	0	9	15	-3
Cc1cc(NC(=O)COC(=O)C(Cc2ccccc2)NC(=O)c2ccco2)no1 (stereo not drawn)	1	13	1	8	0.8	9	1	6	5	10	-5
Oc1ccc(/C=N/Nc2cccc(Cl)n2)c(O)c1	3	-395	-21	-68	-0.4	-7	-1	-5	-121	-362	-5
Oc1cccnc1Sc1cccc(C(F)(F)F)c1	4	-324	x	-33	0.8	2	4	4	-5	-201	-5
Cn1ccs/c1=N\C(=O)Nc1cccc(Cl)c1	2	-295	-94	-146	4.3	-3	9	1	-45	-250	-4

Reformatted with two lines to a compound: part of the list above
Values run as follows: NR2E3 ag-1	Peg3 promoter	Shn3 3UTR inh	NR2E3 ag-2	iPSC survival up	Cardio protect	m5-HT2A agonist	PDI inh	TRPM1 prom inh	HIF-2a inh	CaV13 FRET inh
- COC(=O)c1ccc(N(CC(=O)NCC2CCCO2)C(=O)CCC(=O)Nc2cc(C)on2)cc1 (stereo not drawn)
  3	4	10	-19	0.2	1	9	-8	-7	4	-2
- C=CCc1ccc(OCC(O)CO)c(OC)c1 (stereo not drawn)
  -3	-8	1	-25	-1.4	-6	0	-12	-2	-20	-3
- Cc1nn(C)c(C)c1NS(=O)(=O)c1ccccc1
  0	18	-7	10	-1.8	-8	5	5	2	12	x
- c1ccc(NCC2OCc3ccccc3CO2)cc1
  0	-125	-29	-72	-1.8	-2	3	-2	-28	-122	-9
- N#Cc1cc([N+](=O)[O-])ccc1NCC1CCCO1 (stereo not drawn)
  -2	-8	-10	-18	-0.4	-2	7	-5	1	9	-3

Reprinted at random: 2 records from the list
SMILES	NR2E3 ag-1	Peg3 promoter	Shn3 3UTR inh	NR2E3 ag-2	iPSC survival up	Cardio protect	m5-HT2A agonist	PDI inh	TRPM1 prom inh	HIF-2a inh	CaV13 FRET inh
N#Cc1cc([N+](=O)[O-])ccc1NCC1CCCO1 (stereo not drawn)	-2	-8	-10	-18	-0.4	-2	7	-5	1	9	-3
Cn1ccs/c1=N\C(=O)Nc1cccc(Cl)c1	2	-295	-94	-146	4.3	-3	9	1	-45	-250	-4

The listing picks up with the three entries that preceded the break.
SMILES	NR2E3 ag-1	Peg3 promoter	Shn3 3UTR inh	NR2E3 ag-2	iPSC survival up	Cardio protect	m5-HT2A agonist	PDI inh	TRPM1 prom inh	HIF-2a inh	CaV13 FRET inh
Oc1ccc(/C=N/Nc2cccc(Cl)n2)c(O)c1	3	-395	-21	-68	-0.4	-7	-1	-5	-121	-362	-5
Oc1cccnc1Sc1cccc(C(F)(F)F)c1	4	-324	x	-33	0.8	2	4	4	-5	-201	-5
Cn1ccs/c1=N\C(=O)Nc1cccc(Cl)c1	2	-295	-94	-146	4.3	-3	9	1	-45	-250	-4
CCOC(=O)C(=NCCCN1CCOCC1)NNc1cccc(C(F)(F)F)c1	-5	4	-6	38	-0.2	3	4	-3	7	3	x
C=CCNCCCCOc1ccc(OCC)cc1	-3	5	-9	-9	1.6	3	-2	12	-1	12	-3
CCc1nc(SCC(=O)O)c2c3c(sc2n1)COC(C)(C)C3	x	-4	-32	-33	-0.3	2	-2	-9	-6	8	-5
CCNC(=O)CC1C(=O)N(c2ccc(F)cc2)C(=O)N1Cc1ccccn1 (stereo not drawn)	-2	15	-20	-10	1.5	2	-2	1	12	17	-2
Cc1nnc(SCC(=O)c2ccc(Cl)cc2)s1	-2	-91	-14	4	1.3	-5	10	-1	-10	-94	-4
COc1ccc(-c2ccc(CCC(=O)O)n2CC(=O)Nc2cccc(OC)c2)cc1	3	11	12	-14	2.3	1	3	-5	15	-11	-4
NNC(=O)c1cc2cc(Oc3ccccc3)ccc2[nH]1	-2	5	5	-26	-0.3	11	-3	-5	18	15	-6
CCNC(=O)c1ccc(N(C)S(=O)(=O)c2cccs2)cc1	-4	4	5	-33	-0.8	-1	2	10	0	8	-7
CN1C(=O)CC(c2ccco2)Sc2ccccc21 (stereo not drawn)	0	-30	-12	3	2.3	1	-3	0	7	-92	-4
CC(Cc1ccccc1)NC(=O)CC(c1ccccc1)c1ccccc1O (stereo not drawn)	1	1	1	-3	-0.9	-9	2	20	9	24	-1
NC(=O)C1CCCN(C(=O)c2ccc(Cl)cc2)C1 (stereo not drawn)	3	2	-2	-1	7.3	2	-1	0	4	4	-8
O=C(O)CCc1ccc(-c2ccccc2)o1	4	-4	-13	-19	-2.4	-1	2	8	5	-2	-5
CN(C)c1nc(Cl)nc(N(C#N)CCOc2ccccc2)n1	1	11	0	-11	-0.4	2	-3	3	-5	9	0
CC(C)(C)OC(=O)C[C@H]1C/C=C\C[C@@H](CC(=O)N[C@@H](CO)Cc2ccccc2)C(=O)N2CCC[C@H]2COC1=O	x	-4	-25	-21	-1.8	15	6	2	1	15	-13
COc1ccc(OC)c(NC(=O)C2C3CC4OC(=O)C2C4C3)c1 (stereo not drawn)	-1	8	-10	2	1.0	-7	5	15	9	22	-5
Cc1cccc(C(=O)N[C@H](C(=O)NCc2cccs2)C(C)C)c1	x	8	-13	-33	-3.0	-8	6	-6	13	9	-5
COC(=O)c1ccc(S(=O)(=O)NCc2ccc(OC)cc2)n1C	3	25	14	-18	-0.5	0	-1	-5	-8	14	-1
Cc1ccc([C@@H]2CC=C(C(=O)O)[C@H](c3ccc(F)cc3)N2S(=O)(=O)c2ccc(C)cc2)cc1	3	16	34	-44	0.8	4	-3	14	3	11	-7
CCc1nc2ccc(C(=O)NCCC(C)C)cn2c1N(C)Cc1nccs1	x	1	6	12	-0.5	6	-3	-2	x	-2	-8
CC(=O)Nc1c(C(=O)N2CCOCC2)sc2nc3c(cc12)COC(C)(C)C3	2	12	-16	-4	-1.3	-1	-2	1	1	-12	x
CC(CN1CCOCC1)OC(=O)c1cccs1 (stereo not drawn)	3	-8	7	-2	5.3	3	0	6	-1	4	-5
CCn1c(=O)c2cc(C(=O)N3CCN(C)CC3)sc2c2ccccc21	-1	4	5	-37	-0.7	13	-4	x	-11	-7	-7
Cn1cnnc1SCC(=O)Nc1ccccc1	1	0	-45	-4	1.0	12	1	8	3	0	-7
CN(Cc1c(C(=O)N2CCCCCCC2)nc2ccc(Cl)cn12)C1CCOC1 (stereo not drawn)	x	17	-17	-4	0.4	-5	7	8	-21	10	-4
COC(=O)NC1c2ccccc2Oc2ccc(C)cc21 (stereo not drawn)	3	-3	-2	-3	0.3	-4	-3	-1	3	14	-3
C=CCSc1nc2c(cnn2-c2ccc(C)c(C)c2)c(=O)[nH]1	3	-4	4	-28	0.8	0	-4	1	1	10	-5
Cc1ccc(-n2ncc3c2CC(C)(C)CC3NC(=O)c2ccc[n+]([O-])c2)cc1 (stereo not drawn)	1	9	-4	-6	0.1	-3	-3	0	-3	14	-5

Laid out differently: results already given
Values run as follows: NR2E3 ag-1 | Peg3 promoter | Shn3 3UTR inh | NR2E3 ag-2 | iPSC survival up | Cardio protect | m5-HT2A agonist | PDI inh | TRPM1 prom inh | HIF-2a inh | CaV13 FRET inh
- CCn1c(=O)c2cc(C(=O)N3CCN(C)CC3)sc2c2ccccc21
    -1 | 4 | 5 | -37 | -0.7 | 13 | -4 | x | -11 | -7 | -7
- Cn1cnnc1SCC(=O)Nc1ccccc1
    1 | 0 | -45 | -4 | 1.0 | 12 | 1 | 8 | 3 | 0 | -7
